High-throughput results deposited in PubChem by several laboratories.
Insulin prom inh: TRM-6 insulin promoter activity inhibition; TRM-6 cells (human fetal islet line), insulin promoter-eGFP reporter, imaging; reporter expression induced with tamoxifen; inhibition, % at 2 µM; hit rate 0.9% among 130,000; AID 1273;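 active = inhibition above the mean plus 3 SD, with well images judged a real hit on visual review, cut at about 60% in these data, passing the limit was not always enough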
sdo1 growth: compounds rescuing growth of sdo1-depleted yeast, bone marrow failure model; z-score at 10 µM; hit rate 0.21% among 140,000; S. cerevisiae sdo1-depleted JHY4D growth rescue, OD600 30 h; stronger effect = higher value; pdr5 snq2 efflux-pump mutant strain;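 active = z-score above 3 at both the 24 hr and the 30 hr optical density reads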;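 note: z-score against mean and SD of all compound wells on the same plate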
sdo1 growth Rescue 24 h: further read-out of sdo1 growth, marked with its call; z-score; S. cerevisiae sdo1-depleted JHY4D growth rescue, OD600; measured here: growth rescue at 24 h;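 0 is the plate mean of compound wells and units are plate SD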
Starred values were filed as active, the others as inactive; . = no result given; & = joins results of further samples.

Results follow in this order: sdo1 growth, Insulin prom inh, sdo1 growth Rescue 24 h
- CCc1cc2c(-c3ccccc3)cc(=O)oc2c(CN2CCOCC2)c1O
→ -1.7, ., -0.49
- CCOc1cc(C(=O)Nc2ccc([N+](=O)[O-])cn2)cc(OCC)c1OCC
→ -1.8, 31, -1.5
- Cc1c(Cl)cnc(NC(=O)COC(=O)CCc2nc3ccccc3s2)c1Cl
→ -0.15, ., -0.91
- NC(=O)CN1CCN(c2nc(-c3ccc(F)cc3)cs2)CC1
→ 0.89, -33, 0.63
- O=C(O)Cc1c(O)ccc2ccccc12
→ -0.07, 29, -0.44
- Cc1ccc(CNC(=O)CSc2n[nH]c(N)n2)cc1
→ 1.2, -14, 0.68
- CCCCCCN1CC(C(=O)OCC)C(=O)C1=O (stereo not drawn)
→ 0.57, ., 0.18
- CCCCSc1nnc(CSc2nc3nc(C)cc(C)n3n2)o1
→ 1.2, -14, 1.4
- CCNC(=O)CN(c1ccc(C)cc1)S(=O)(=O)c1ccc(SC)cc1
→ -0.67, -25, -0.83
- Cc1nc2c(ccc3nc(NC(=O)C(c4ccccc4)c4ccccc4)sc32)s1
→ -1.2, 37, -1
- COc1cc(CNCc2cccs2)ccc1OCc1cccs1
→ 0.59, ., 0.65
- O=C(Nc1cccc(-c2nc3ncccc3o2)c1)c1sc2cc(Cl)ccc2c1Cl
→ -0.97, ., 0.37
- Cc1ccc(NC(=O)OCc2cncs2)cc1
→ ., 19, .
- O=C(c1noc2c1CCCCC2)N1CCOCC1
→ 1.1, ., 0.7
- CN1CCN(C(=O)Nc2ccc3c(c2)N(C)C(=O)c2ccccc2S3)CC1
→ ., -11, .
- CCC(C)NCCOCCOc1ccc(F)cc1 (stereo not drawn)
→ 0.47, 0, 0.53
- COc1ccc(NC(=O)c2nc3nc(C)cc(C(F)F)n3n2)cc1OC
→ 0.68, 71*, 0.3
- CSc1nsc(SC)c1C(=O)N1CCN(S(=O)(=O)c2ccc(C)cc2)C1C(C)C (stereo not drawn)
→ -1, -210, -1.2
- C/C(=N\NC(=O)c1cccc(S(=O)(=O)Nc2ccccc2Cl)c1)c1ccc(-n2ccnc2)cc1
→ 0.31, 20, -0.25
- CN1CCN(C(=S)c2ccc(Cl)cc2)CC1
→ 0.87, 30, 1
- CC1CCN(CCCCOc2cccc(Br)c2)CC1
→ -0.91, 33, -1
- CC1CCCN(c2nc3c(c(=O)[nH]c(=O)n3C)n2CCSc2nc3ccccc3o2)C1 (stereo not drawn)
→ -0.37, ., -0.28
- Cc1csc(SCC(=O)NC(=O)Cc2ccccc2)n1
→ -0.1, ., -0.12
- Clc1ccccc1-c1ccc(CN2CCN(c3ccccc3)CC2)o1
→ -2.4, ., -1.9
- Cc1nnc(NC2=NCCCCC2)o1
→ 1, ., 1.1
- CC(=O)Oc1ccc(C(=O)[C@H]2[C@H]3C(=O)N(c4cccc5ccccc45)C(=O)[C@H]3[C@@H]3C=CC=NN32)cc1
→ -0.87, 51, -1.3
- Cc1ccc2cc(/C=N/NC(=O)[C@H]3C[C@@H]3c3ccccc3)c(Cl)nc2c1
→ -1.6, 38, -0.2
- O=C(CSc1nc2ccccc2c(=O)n1Cc1ccco1)NCc1ccccc1
→ ., 21, .
- CC1CN(S(=O)(=O)c2ccccc2)C(C)CN1S(=O)(=O)c1ccccc1 (stereo not drawn)
→ -0.79, -31, -0.44
- N#C/C(=C\c1ccc(-c2ccc(F)cc2)o1)C(=O)Nc1nc(-c2cccs2)cs1
→ -1.3, ., -0.39
- COc1cc(/C=N/O)cc(Cl)c1OC
→ 0.58, 7, -0.36
- COC(=O)c1ccc(C)c(NC(=O)CCc2ccc(OC)c(OC)c2)c1
→ 1.8, ., 1.8
- O=C(NCCC1=CCCCC1)C1CC(=O)N(C2CCCCCC2)C1 (stereo not drawn)
→ 0.23, -38, 0.31
- CC(=O)NC1=NN(C(C)=O)C2(CCCC2)S1
→ ., -42, .
- CC(=O)c1cc2c(cc1NC(=O)CN1CCOCC1)OCO2
→ 1.4, 25, 0.32
- CC(=O)c1ccccc1C(=O)NCc1cccnc1
→ 0.44, 23, 0.05
- COc1ccccc1-n1cc(C(=O)c2cc(Cl)ccc2O)cc(C#N)c1=O
→ ., -3, .
- Cc1ccc(-n2ncc3c(=O)n(CC(=O)NC4CCCCC4)cnc32)cc1
→ 0.07, 13, 0.18
- CCC1CCCCN1CCNC(=O)CNS(=O)(=O)c1ccc2nc(C)sc2c1 (stereo not drawn)
→ -0.81, -29, -1.1
- c1ccc(-n2nnnc2Oc2ccc(-n3ccnc3)cc2)cc1
→ 0.26, ., -0.19
- O=C(NCc1ccccn1)/C(=N/O)c1ccccc1
→ 0.26, -50, -0.4
- Cc1cc(NC(=O)c2sccc2C)n(-c2cccc(Cl)c2)n1
→ -0.54, 3, -0.57
- Cn1cccc1CC(=O)N/N=C/C(Cl)=C/c1ccccc1
→ 1.2, ., 1.2
- O=C(NCc1ccccc1)c1ccc2nccnc2c1
→ -0.8, -23, -1.5
- COc1cccc(NC(=S)N2CCN(c3ccccn3)CC2)c1
→ 0.03, -11, 0.05
- CSCC[C@H](NC(=O)NCc1cccs1)C(=O)O
→ -0.08, -7, -0.06
- O=C(NCc1ccco1)c1cc(NS(=O)(=O)c2cccc([N+](=O)[O-])c2)ccc1O
→ ., -11, .
- O=C1CC(c2ccc(Cl)cc2)n2nc(N3C(=O)CCC3=O)nc2N1 (stereo not drawn)
→ -0.06, ., -0.16
- CCN(CC)S(=O)(=O)c1ccc(C(=O)NCc2ccc(C)cc2)cc1
→ -0.71&-0.13, -53, -1.7&-1.6
- O=C(Nc1ccc2c(c1)OCCO2)c1cc(-n2cnnc2)ccc1Cl
→ 0.2, -40, -0.57

The results go on.
Results follow in this order: sdo1 growth, Insulin prom inh, sdo1 growth Rescue 24 h
- Cc1cccc(Nc2nc(N)c([N+](=O)[O-])c(N3CCN(C)CC3)n2)c1
→ 0.88, ., 0.76
- O=C(Nc1nc2ccc(S(=O)(=O)N3CCCC3)cc2s1)c1ccco1
→ -0.74, 34, -1.4
- Cc1nn(Cc2ccccc2Cl)c(C)c1C(=O)NCCN1C(=O)S/C(=C\c2ccccc2)C1=O
→ 0.39, -23, 0.47
- Cn1c(=O)c(=O)n(C)c2cc(S(=O)(=O)Nc3ccc(OC(F)(F)F)cc3)ccc21
→ 0.43, -50, 0.22
- COc1ccc(/C=N/NC(=O)CNC(=O)C2COc3ccccc3O2)cc1OC (stereo not drawn)
→ 1.1, 33, -0.36
- Cc1cccc(NC(=O)C(=O)NCc2ccccn2)c1
→ 0.14, ., -0.34
- CCOc1ccc(CN2C(=O)c3ccccc3C2=O)cc1C(=O)Nc1nnc(SCC)s1
→ -0.13, 22, 1.7
- CC1CCN(C(=O)CSc2nnc(CNC(=O)c3ccco3)o2)CC1
→ -0.29, -21, -1.2
- COc1ccc(NC2c3ccccc3C(=O)N2c2ccccn2)cc1Cl (stereo not drawn)
→ -1.1, ., -0.58
- CCOC(=O)c1sc(N/N=C/c2ccccc2)nc1C
→ -1.1, 20, 0.03
- CCN1CCN(c2ccc(S(=O)(=O)N3CCCC3)cn2)CC1
→ ., 0, .
- CN(C(=O)c1cccnc1)c1nnc(-c2ccccn2)s1
→ 0.57, ., 0.21
- COc1ccccc1-c1cc(C(=O)NCCN2CCOCC2)no1
→ 1.5, ., 3.2
- COCC(=O)N(C)c1nnc(-c2ccccn2)s1
→ 0.09, 38, -0.38
- O=C(COc1ccc(Cl)cc1)NCc1nnc(SCC(=O)N2CCCC2)o1
→ ., -7, .
- O=C(CCN1C(=O)COc2ccccc21)NCc1cccs1
→ 0.78, -54, 0.12
- COc1cccc(N(CC(=O)O)S(=O)(=O)c2ccccc2)c1
→ -0.05, 41, -0.69
- Cc1cc(NC(=O)C2CCCCC2C(=O)O)no1 (stereo not drawn)
→ 0.14, 0, 0.51
- C/C(=N\NC(=O)C1CC1)c1ccc(N2CCOCC2)cc1
→ ., 9, .
- CCOC(=O)C1=C(C)C(c2cccc(Oc3ccccc3)c2)NC(=S)N1 (stereo not drawn)
→ -0.82, ., -0.88
- O=C(NCC(=O)N1CCN(c2ncccn2)CC1)c1cccs1
→ 0.27, -53, 0.13
- Cc1c(C(=O)Nc2ccc(F)cc2)c2ccccn2c1CCc1ccncc1
→ -0.63, ., -0.14
- CCCC(=O)Nc1ccc2c(c1)nc(CCNC(=O)c1ccccc1)n2C
→ 0.86, 4, 0.54
- O=c1c2sc3ccccc3c2[nH]c(=S)n1CCN1CCOCC1
→ ., -9, .
- O=C(CSc1nnc(Cn2c(=O)sc3ccccc32)n1-c1ccccc1)NCC1CCCO1 (stereo not drawn)
→ 1.4, 50, 0.92
- CCc1c(C)n([O-])c2c([n+]1=O)CCCCC2
→ 0.55, -24, 0.08
- COc1ccccc1N1CCN(C(=O)c2oc3ccc(F)cc3c2C)CC1
→ 0.58, 45, 0.83
- CN1C(=O)N(C)C2C1N(CN1CCCCC1)C(=O)N2CN1CCCCC1 (stereo not drawn)
→ 1.3, ., 0.91
- Cc1cc(N2CCC(C)CC2)n2ncc(-c3ccccc3)c2n1
→ -2.1, -27, -1.4
- CC1=NN(c2nc(-c3ccc(C)cc3)cs2)C(=O)C1N=Nc1ccc(C(N)=O)cc1 (stereo not drawn)
→ ., -18, .
- COc1ccc(N2CCC(CNC(=O)Nc3cccc(OC)c3)C2)cc1 (stereo not drawn)
→ -1.1, 32, -0.32
- O=C(CNC(=O)Cn1ccc2ccccc2c1=O)NCCCN1CCN(c2cccc(Cl)c2)CC1
→ 0.56, 3, 0.94
- CC(NC(=O)CCCCCN1C(=O)c2ccccc2C1=O)c1ccc2c(c1)CCCC2 (stereo not drawn)
→ -1.7, 9, -1.1
- Cc1ccc2nc(-c3ccc(N4C(=O)CC(N5CCC(C(N)=O)CC5)C4=O)cc3)sc2c1 (stereo not drawn)
→ -1.4, ., -0.86
- C=CCn1c(SCC(=O)Nc2ccc(-c3nc4ccc(C)cc4s3)cc2)nnc1-c1ccncc1
→ -0.09, -32, 0.86
- CCOC(Cn1cc(C)c(=O)[nH]c1=O)OCC
→ ., -8, .
- COc1ccc(C2=NOC(C(=O)NCc3cccs3)C2)cc1OC (stereo not drawn)
→ 1.5, ., 1.4
- COc1cc(S(=O)(=O)N(C)C)ccc1F
→ 0.04, 40, -1.1
- CCOc1ccc(NC(=S)Nc2cc(-c3ccccc3)[nH]n2)cc1
→ -1.5, 31, -0.75
- CC(=O)c1ccc(N2CCN(C(=O)c3ccc(OCc4c(C)noc4C)cc3)CC2)cc1
→ -0.26, ., 0.7
- CSCCNC(=O)c1ccc(C(C)(C)C)cc1
→ 0.58, 0, -0.74
- CNC(=S)NNC(=O)COc1cccc(C)c1C
→ -0.89, ., -0.56
- O=C(c1ccccc1)n1ccc(-c2cnc(-c3ccccc3)s2)n1
→ 0.9, -17, 2.4
- O=C(O)CCC(=O)Nc1ccccc1C(=O)NC1CCCCC1
→ 0.61, -36, 0.62
- COc1ccc2c(c1)c1ncn(CCN3CCCCC3)c(=O)c1n2C
→ 1.6, -467, 2.1
- O=C(NC(Cc1ccccc1)C(=O)O)/C(=C/c1ccccc1)NC(=O)c1ccccc1 (stereo not drawn)
→ 1.3, ., 0.78
- CCOC(=O)C1=NNC(C(=O)c2ccc(OC)cc2)C1c1ccccc1 (stereo not drawn)
→ -1.3, -16, -0.77
- CCC(/C=C1\Sc2ccc(OC)cc2N1CC)=C\c1sc2ccc(OC)cc2[n+]1CCCS(=O)(=O)[O-]
→ ., -18, .
- Cc1cccc(C)c1NC(=O)C(c1ccccc1)N1CCC2(CC1)OCCO2 (stereo not drawn)
→ ., -17, .
- O=C(NC(=S)N1CCN(C/C=C/c2ccccc2)CC1)c1c(F)cccc1F
→ -0.45, -7, -0.5

4 entries already listed, sorted by their value in Insulin prom inh, rising.
Results follow in this order: sdo1 growth, Insulin prom inh, sdo1 growth Rescue 24 h
- COc1ccc2c(c1)c1ncn(CCN3CCCCC3)c(=O)c1n2C
→ 1.6, -467, 2.1
- Cc1cccc(C)c1NC(=O)C(c1ccccc1)N1CCC2(CC1)OCCO2 (stereo not drawn)
→ ., -17, .
- CCOC(=O)C1=NNC(C(=O)c2ccc(OC)cc2)C1c1ccccc1 (stereo not drawn)
→ -1.3, -16, -0.77
- O=C(NC(=S)N1CCN(C/C=C/c2ccccc2)CC1)c1c(F)cccc1F
→ -0.45, -7, -0.5

(continued)
Results follow in this order: sdo1 growth, Insulin prom inh, sdo1 growth Rescue 24 h
- COc1ccc(CCNC(=O)COC(=O)c2ccc(Br)o2)cc1
→ -0.09, -30, -0.19
- O=C(c1cccc([N+](=O)[O-])c1)N1CCOCC1
→ 1.2, 10, 1.1
- Cc1ccc(CC(=O)NCC(c2ccco2)N(C)C)cc1C (stereo not drawn)
→ ., 67, .
- O=C(/C=C/c1ccccc1Cl)Nc1ccc2c(c1)C(=O)NC2=O
→ ., -21, .
- O=Cc1ccc(OCc2nnsc2Cl)cc1
→ ., -14, .
- CN1C(=O)CC(N2CCN(Cc3ccc(Cl)cc3)CC2)C1=O (stereo not drawn)
→ 0.69, -41, 0.93
- CC(C)CNC(=O)CSc1nc(-c2cccs2)cc(C(F)(F)F)n1
→ -0.07, 38, -1.1
- On1c(-c2ccccc2)nc2ccc(Cl)cc21
→ -0.3, ., -0.7
- CN(C)S(=O)(=O)c1cccc(COC(=O)C2=COCCO2)c1
→ 0.25, ., 0.01
- Cc1cc(C)cc(NC(=O)CCn2ccnc2C)c1
→ 0, -7, -0.52
- COc1ccc(C2=NOC(C(=O)NCc3ccco3)C2)cc1OC (stereo not drawn)
→ 0.76, ., 0.29

Part of the list above, field by field:
> On1c(-c2ccccc2)nc2ccc(Cl)cc21
  sdo1 growth: -0.3	Insulin prom inh: .	sdo1 growth Rescue 24 h: -0.7

> O=C(/C=C/c1ccccc1Cl)Nc1ccc2c(c1)C(=O)NC2=O
  sdo1 growth: .	Insulin prom inh: -21	sdo1 growth Rescue 24 h: .
